HSP90 inh = HSP90 inhibitors, primary screen, cell lysate, luminescence; Rabbit reticulocyte lysate, luciferase refolding luminescence, 3 h; Heat shock protein HSP 90 (rabbit reticulocyte lysate; luciferase refolding); 290,000 tested, 0.91% active; inhibition, % at 5.6 µM; AID 1789, 2009;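 active = inhibition above the screen-wide mean plus 3 SD, computed separately per campaign, cut at about 16% in these data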;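 also: 0% = DMSO wells and 100% = 60 µM geldanamycin wells; inhibitors lower the luminescence because luciferase stays unfolded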
AI-2 QS mod = Vibrio harveyi AI-2 quorum sensing modulators, primary screen, JMH597 strain, luminescence/OD600 ratio; Vibrio harveyi JMH597 AI-2 luminescence/OD600 ratio, 9 h; stronger effect = lower value; strain lacks LuxN and CqsS sensors; 0 = neutral-control median; activity change, % at 7.5 µM; 300,000 tested, 0.4% active; AID 2094, 2009; in the data active = activity change below about -75%, passing the limit was not always enough; inconclusive = no clear call, values can overlap the other calls;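 also: luminescence divided by OD600 gain over 9 h not by final OD600 alone; inactives centre near 13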
IEC-6 cytotox = cytotoxicity in IEC-6 intestinal epithelial cells, primary screen, cytotoxicity control for KLF5 inhibitor project, cell-based, luminescence. 290,000 tested, 0.78% active. inhibition, % at 5 µM. IEC-6 cytotoxicity, luminescence viability; in the data active = inhibition above about 22%;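 also: 0% = plate median of test compound wells and 100% = cytotoxic reference compound wells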
PolyA inh = polyadenylation inhibitors in yeast reporter cells, primary screen, luminescence, S. cerevisiae; 300,000 tested, 0.02% active; calls only at 12 µM; S. cerevisiae SKY197-pL101 polyadenylation reporter, beta-gal luminescence; efflux-impaired pdr1/pdr3 knockout yeast; score 100 = 6 SD above DMSO;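 active = lowest replicate activity score at least 50, where 100 means six control SD above control mean; inconclusive = lowest score under 50 but half or more replicates reach 50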;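 also: yeast exposed to compound for 9 h at 30 °C; higher score means more reporter readthrough which indicates perturbed polyadenylation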
GSK3B inh = human GSK3beta kinase inhibitors, primary screen, biochemical, cell-free homogeneous, HTS | GST-GSK3beta kinase, ADP-Glo luminescence, 60 min; stronger effect = lower value | activity score (negative = inhibition), % at 10 µM | 300,000 tested, 0.038% active | AID 2097, 2009;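 active = more than half of replicate wells score below -50%, meaning over 50% inhibition versus plate controls; inconclusive = some replicates but at most half score below -50%; inactive = no replicate scores below -50%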;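 also: 0% = median DMSO wells and -100% = median GW8510 positive control wells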
Target sequence (P49841 whole entry, looked up): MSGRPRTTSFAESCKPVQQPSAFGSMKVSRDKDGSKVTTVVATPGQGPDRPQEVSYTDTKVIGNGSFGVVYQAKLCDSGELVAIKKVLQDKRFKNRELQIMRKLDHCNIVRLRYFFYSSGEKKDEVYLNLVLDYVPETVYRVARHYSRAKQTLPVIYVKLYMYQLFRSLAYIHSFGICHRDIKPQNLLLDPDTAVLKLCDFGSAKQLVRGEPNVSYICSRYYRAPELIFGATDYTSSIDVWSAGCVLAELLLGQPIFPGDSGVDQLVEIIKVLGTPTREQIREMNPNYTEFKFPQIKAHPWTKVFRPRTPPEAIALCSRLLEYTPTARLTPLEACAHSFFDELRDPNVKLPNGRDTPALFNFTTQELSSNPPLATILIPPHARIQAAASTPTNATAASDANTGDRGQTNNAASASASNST
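Assay system: GST-tagged human GSK3beta kinase, cell-free; Input: 1.6 ng GSK3beta; Medium: Tris/MgCl2 kinase buffer; Timing: 60 min enzyme reaction, room temperature; Signal: ADP-Glo luminescence quantifying ADP generated by kinase; Evaluation: score relative to plate controls; Benchmarks: DMSO neutral wells and GW8510 at 20 µM as positive.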
GSK3A inh = blockers of GSK3A enzyme activity – biochemical, luminescence, cell-free homogeneous, HTS, primary screen; Glycogen synthase kinase-3 alpha (Homo sapiens), P49840; GSK-3 alpha kinase, ADP-Glo luminescence, 60 min; inhibition, % at 10 µM; 320,000 tested, 0.1% active; AID 2650, 2010;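 in the data active = inhibition above about 50%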;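 also: GST-tagged GSK-3 alpha with peptide substrate and 25 µM ATP; 0% = DMSO neutral wells and 100% = GW8510 positive control wells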
Target sequence (P49840 whole entry, looked up): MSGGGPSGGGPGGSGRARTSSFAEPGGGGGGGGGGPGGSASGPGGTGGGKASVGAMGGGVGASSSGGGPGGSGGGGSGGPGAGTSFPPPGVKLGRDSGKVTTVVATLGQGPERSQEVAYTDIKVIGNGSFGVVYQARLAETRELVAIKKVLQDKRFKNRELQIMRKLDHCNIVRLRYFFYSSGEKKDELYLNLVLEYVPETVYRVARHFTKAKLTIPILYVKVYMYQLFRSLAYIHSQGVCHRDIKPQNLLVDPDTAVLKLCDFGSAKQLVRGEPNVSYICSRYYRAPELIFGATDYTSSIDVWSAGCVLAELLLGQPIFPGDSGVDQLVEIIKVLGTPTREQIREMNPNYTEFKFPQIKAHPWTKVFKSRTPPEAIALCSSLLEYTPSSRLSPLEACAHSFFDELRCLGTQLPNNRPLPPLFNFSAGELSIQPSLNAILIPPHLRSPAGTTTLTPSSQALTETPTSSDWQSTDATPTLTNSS
aSyn 5UTR inh = MLPCN primary screen, SNCA 5' untranslated region; alpha-synuclein 5'UTR reporter, inhibitor activity; inhibition, % (tested at 7.5 µM); 300,000 tested, 0.82% active; AID 1813, 2009; in the data active = inhibition above about 60%; inconclusive = no clear call, values can overlap the other calls;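 also: H4 neuroglioblastoma cells stably carrying SNCA 5'UTR luciferase fusion; 0% = DMSO wells and 100% = positive control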
HSF1 activator = HSF-1 activators, primary screen, NIH3T3-HGL cells, MG132 stress, luminescence, single point. NIH3T3-HGL HSF-1 luciferase reporter, 8 h; 100% = twice DMSO control signal. activation, % at 9 µM. 300,000 tested, 1.7% active;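 active = mean replicate activation of at least 50% with a set share of replicates each reaching 50%; inconclusive = only one of those two conditions met; inactive = mean below 50% and too few replicates reaching it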;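 also: 0% = median of the neutral control wells and 100% = twice that signal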
HSF1 inhib = HSF1 inhibitors in luciferase reporter cells, primary screen, cell-based, NIH3T3, luminescence | NIH3T3-HGL HSE-luciferase, MG132-induced, luminescence 8 h; stronger effect = lower value | activity change, negative = inhibition, % at 7.5 µM (by protocol) | 300,000 tested, 0.77% active | AID 2098, 2009;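 active = more than half of replicate wells show activity change below -50%, luminescence cut by over half; inconclusive = some wells, but at most half, below -50%; inactive = no replicate well below -50%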;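 also: luciferase reports HSF-1 transcriptional activity via heat shock element; 0% = median of DMSO wells and -100% = zero luminescence signal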
KLF5 inhibitor = KLF5 expression inhibitors, primary screen, DLD-1 cells, luminescence. AID 1700, 2009. inhibition, % at 5 µM. DLD-1 KLF5 promoter-luciferase reporter. 290,000 tested, 0.23% active;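 active = inhibition above a per-plate limit of that plate's mean compound inhibition plus 3 SD, cut at about 60% in these data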;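 also: 0% = DMSO wells and 100% = LY294002 at 200 µM; higher means less KLF5 promoter-driven luciferase light; inactives centre near -14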
Starred values were filed as active, the others as inactive; i = inactive; ? = inconclusive; · = not tested or not shown.

SMILES | HSP90 inh | AI-2 QS mod | IEC-6 cytotox | PolyA inh | GSK3B inh | GSK3A inh | aSyn 5UTR inh | HSF1 activator | HSF1 inhib | KLF5 inhibitor
Cc1ccc(N(C(=O)CNC(=O)c2ccco2)C(C(=O)NC2CCCC2)c2ccncc2)cc1F (centres undefined) | -1 | 2 | 3 | i | -3 | 1 | 7 | 31 | 11 | -21
COc1cc(OC)c(OC)cc1CCC(C)NCCC(c1ccccc1)c1ccccc1 (centres undefined) | 1 | 8 | 13 | i | -1 | 3 | 16 | -14 | 3 | -30
O=C(Nc1ccc2c(c1)OCCO2)c1ccc(Br)cc1 | 8 | · | 5 | i | · | 0 | -78 | 44 | 19 | -122
CC1=Nc2cc(C(=O)NCCCOC(C)C)ccc2Sc2ccc(C)cc21 | -3 | -19 | 84* | i | -2 | -1 | 77* | -14 | -10 | 74*
Oc1ccc2[nH]ccc2c1 | -1 | 0 | 3 | i | 4 | · | -22 | -1 | 6 | -17
CC(Oc1ccc2ccc(=O)oc2c1)C(=O)N1CCOCC1 (centres undefined) | · | -3 | · | i | -6 | -3 | 5 | -26 | -5 | ·
Cc1c(Cl)cccc1NC(=O)CSc1nnc(C)n1CC1CCCO1 (centres undefined) | 1 | 27 | -1 | i | -1 | -1 | 1 | -6 | -7 | 10
Cc1ccc(NC(=O)c2noc3c2CCCCC3)cc1 | 14 | 21 | 3 | i | 1 | -3 | -117 | 12 | -3 | -145
c1cncc(-c2nc(NCC3CCCO3)c3ccccc3n2)c1 (centres undefined) | -3 | 18 | -8 | i | -4 | 11 | 6 | 1 | -1 | -34
O=C(Nc1cc(C(=O)N2CCN(c3ccccc3O)CC2)ccc1Cl)c1cccs1 | · | 11 | · | i | -1 | -1 | 15 | 1 | -3 | ·
Cc1nc(-c2cc(-c3nc(-c4ccc(C(F)(F)F)cc4)no3)no2)cs1 | 0 | 23 | 1 | i | 2 | 0 | -6 | 4 | 0 | -4
Cc1coc(C)c1C(=O)CC1(O)C(=O)N(CCc2ccccc2)c2ccccc21 (centres undefined) | 1 | 9 | 0 | i | 3 | 1 | -47 | 48 | 9 | 20
CC(O/N=C/c1ccccc1OC(F)F)C(=O)Nc1cccc(S(=O)(=O)N2CCOCC2)c1 (centres undefined) | 9 | -4 | 12 | i | -1 | -1 | 16 | 13 | 5 | -8
CC1(C)CC(=O)c2c(nn(-c3ccccc3)c2N)C1 | 4 | 16 | 8 | i | 5 | 2 | 15 | -7 | -7 | 13
Cc1ccc(C(=O)O)cc1NS(=O)(=O)c1ccc2ccccc2c1 | 0 | 8 | -10 | i | 0 | -8 | -10 | -23 | -12 | -23
COc1ccc(CNC(=O)[C@H](C)N2C(=O)N3CCc4c([nH]c5ccc(OC)cc45)[C@@]3(C)C2=O)cc1 | -2 | 15 | -5 | i | -22 | -2 | 35 | 25 | 5 | -10
COc1cccc(/C=N/n2c(=S)n(C)c3cc(C)c(C)cc32)c1OC | 4 | -8 | 4 | i | 2 | -1 | 11 | 37 | 8 | -9
COCCOc1cc(COC)nc(-c2cccc(C)c2)n1 | 6 | 6 | 5 | i | -1 | 3 | 18 | -3 | -4 | -3
CCOC(=O)N1CCC(NC(=O)c2oc3c(c2C)-c2[nH]ncc2CC3)CC1 | 2 | 9 | -2 | i | 0 | -1 | 23 | -21 | -8 | -34
COc1ccc(C)cc1NC(=O)CN(c1ccc(C)cc1)S(C)(=O)=O | 1 | 3 | 3 | i | 2 | -1 | 40 | 5 | -2 | -6
O=C(CNC(=O)c1ccc(Br)cc1)c1ccc(Br)cc1 | 7 | -4 | 3 | i | 0 | -1 | -6 | 38 | 1 | -21
CC1CCN(S(=O)(=O)c2cccc(C(=O)NCc3ccco3)c2)CC1 | -1 | 5 | 6 | i | -1 | 1 | 15 | -7 | -7 | 9
COc1ccc(C2(c3ccc(OC)cc3)NC(=O)N(CC(=O)Nc3ccccc3C)C2=O)cc1 | -1 | 5 | -3 | i | 0 | · | -2 | 42 | 15 | -27
Cc1ccc2nnn(Cc3cccc(C(C)(C)C)c3O)c2c1 | · | 3 | · | i | 1 | 0 | 0 | 60* | 24 | ·
CCOC(=O)C1CCN(Cc2cnc(Oc3ccc(Cl)cc3C)s2)CC1 | 3 | 21 | -3 | i | 4 | -2 | -5 | 12 | 0 | -2
O=C1CC(C(=O)Nc2ccc(F)c(Cl)c2)N=C(N2CCCCC2)N1 (centres undefined) | -2 | 5 | 5 | i | -1 | 1 | -19 | -3 | -4 | -19
Cc1nc(-n2nnc3ccccc32)c2c3c(sc2n1)CCCC3 | 2 | 10 | 7 | i | 0 | 2 | 7 | 4 | 6 | -31
COc1ccccc1-c1cc(C(=O)N/N=C\c2cnn(C)c2C)c2ccccc2n1 | 0 | 6 | -7 | i | 4 | -3 | -5 | ? | 13 | -1
CCC1Oc2ccc(C)cc2N(Cc2cccc(C)c2)C1=O (centres undefined) | 3 | 1 | -3 | i | -2 | 13 | 26 | 54* | 8 | -26
CC(C)CN(C(=O)COC(=O)c1c2c(nc3ccccc13)CCC2)c1c(N)n(Cc2ccccc2)c(=O)[nH]c1=O | -4 | 25 | -1 | i | 0 | 0 | 14 | 0 | 0 | -3
CN(C(=O)CSc1nc(-c2ccc(F)cc2)cs1)C1CCS(=O)(=O)C1 (centres undefined) | -3 | 28 | -2 | i | 3 | -1 | 7 | 2 | 1 | -14
COc1cc(C(=O)N(Cc2cc3cc(C)ccc3[nH]c2=O)CC2CCCO2)cc(OC)c1OC (centres undefined) | -6 | 34 | -3 | i | -2 | -1 | 6 | 0 | -3 | -19
O=C(COC(=O)Cn1cnc2ccccc21)Nc1cccc2c1C(=O)c1ccccc1C2=O | 1 | 21 | 5 | i | 0 | 1 | -6 | 14 | -4 | 13
CCO/C=C1\C(=O)N(c2ccc(OCC)cc2)C(=O)c2ccccc21 | -4 | · | 1 | i | · | · | -18 | -15 | -3 | -11
CCOc1ccc(C(=O)N/N=C/c2cc(Cl)ccc2[N+](=O)[O-])cc1 | -4 | 15 | 2 | i | 1 | 0 | 12 | -17 | -3 | -27
O=C(Cn1ccc2ccccc2c1=O)NCCC(=O)N1CCN(c2ccccc2)CC1 | 0 | · | -2 | i | · | 0 | -8 | -3 | 2 | -15
CC(=O)NC(c1cccc([N+](=O)[O-])c1)c1c(OC(C)=O)ccc2ccccc12 (centres undefined) | 1 | 2 | 5 | i | 0 | -2 | 12 | 30 | 5 | 8
Cc1c(Cl)c(C(=O)NC2CCCC2)nn1C | -2 | 18 | 0 | i | 0 | 3 | 17 | 61* | 17 | -26
O=C(NNC(=O)C(O)(c1ccccc1)c1ccccc1)C1CC1 | -2 | -11 | 2 | i | 0 | -1 | 10 | 1 | -2 | -32
O=C(OCc1ccccc1)c1ccccc1 | · | -4 | · | i | 1 | -2 | -17 | 3 | 0 | ·
CCOC(=O)C1CCN(C(=O)c2ccc3snnc3c2)CC1 | 3 | 12 | 4 | i | 1 | 1 | 0 | -7 | -6 | 2
CCCn1c(SCC(=O)/C(C#N)=C(\C)N)n[nH]c1=O | 0 | 31 | 1 | i | -2 | 3 | -3 | -8 | -2 | 5
CSc1ccccc1NC(=O)CN(C)S(=O)(=O)c1ccc(F)cc1 | 3 | 13 | -5 | i | 1 | 0 | 13 | 0 | -7 | -13
Clc1ccc(-c2nnc(-c3ccccc3Cl)o2)cc1 | 0 | 5 | 2 | i | 3 | · | -82 | 35 | 9 | -144
COc1ccccc1NC(=O)CSc1nnc(COc2ccc(Cl)cc2)o1 | 11 | 35 | -1 | i | -1 | -3 | 10 | -25 | -13 | 2
COc1ccc(-n2nnnc2-c2cnc3cc4c(cc3c2C)OCO4)cc1 | 2 | 9 | 7 | i | -4 | -4 | 9 | -3 | 2 | -24
CCCOc1ccc(Oc2nc(-c3ccncc3)nc3ccccc23)cc1 | 1 | 18 | 0 | · | 2 | 5 | 10 | 9 | 0 | -21
CCCCNC(=O)COC(=O)c1ccc(NC(C)=O)cc1 | 1 | 12 | -4 | i | 0 | 4 | -14 | 13 | -7 | -24
O=C(O)CCC(=O)NCCc1cccc(Cl)c1 | -5 | 27 | 3 | · | -1 | -3 | 5 | -15 | 4 | 3
COc1ccccc1OCC(=O)Nc1ccc2c(c1)OCO2 | -1 | 19 | -3 | i | 1 | -1 | -96 | 21 | 11 | -33
COC(=O)C1(C)NC(c2ccc(F)cc2)C2C(=O)N(c3ccccc3)C(=O)C21 (centres undefined) | -4 | 3 | 0 | i | 0 | 1 | 18 | 10 | -3 | -29
CC(C1CC2CCC1C2)n1c(-c2cccs2)n[nH]c1=S (centres undefined) | 5 | 3 | 4 | i | -2 | -3 | 27 | -9 | -5 | -9
CCC(C)NC(=O)c1cc(S(=O)(=O)N2CCCCC2)c[nH]1 (centres undefined) | -1 | 10 | 0 | i | 4 | -4 | -9 | 5 | -3 | -11
CC(=O)Nc1ccc(S(=O)(=O)N(C)CC(=O)NC2CCCC(C)C2C)cc1 (centres undefined) | · | 8 | · | i | 4 | -2 | -10 | -12 | -4 | ·
CSCCC(NC(=O)c1ccc(Cl)cc1Cl)C(=O)OC(C)C(=O)NCc1ccco1 (centres undefined) | · | 17 | · | i | -1 | -3 | -5 | -5 | -4 | ·
COc1ccc2nc(NNC(=O)c3cc(=O)c4ccccc4o3)sc2c1 | 12 | 17 | 9 | i | 0 | 0 | -88 | -39 | -40 | -51
O=C(O)C1Nc2c(C(F)(F)F)ccc(Cl)c2C2C=CCC12 (centres undefined) | 3 | -7 | 0 | i | -8 | 2 | 3 | 1 | 1 | 18
C/C(CC(=O)Nc1ccc(Cl)cc1Cl)=N\NC(=O)C(=O)N1CCCC1 | 0 | 24 | 0 | i | 1 | -1 | -1 | 18 | 11 | -34
O=S(=O)(Nc1nc2ccccc2nc1Cl)c1ccccc1C(F)(F)F | 0 | 30 | -11 | i | 1 | -12 | -7 | -6 | -3 | -2
CN(CC(=O)Nc1ccccc1Cl)C(=O)CN1C(=O)C2CCCCC2C1=O (centres undefined) | · | 42 | · | i | -1 | 1 | -3 | 3 | -2 | ·

Assay outcomes (PubChem BioAssay)

Not all compounds are listed. The share of hits here may be higher or lower than overall.
